# Bioassay records (PubChem BioAssay)
# OXTR ag = human OXTR agonism; P30559; CHO-OTR cells, Fluo-8 calcium fluorescence; normalized: DMSO 0%, oxytocin 100%; activation, % at 3 µM; 320,000 tested, 0.32% active; AID 2435;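 active = activation above the mean of all tested compounds plus 3 SD, cutoff set per screening run, cut at about 20% in these data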;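 note: peak over basal fluorescence ratio from a 100 s FLIPR kinetic read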
# Target sequence (P30559 whole entry, looked up): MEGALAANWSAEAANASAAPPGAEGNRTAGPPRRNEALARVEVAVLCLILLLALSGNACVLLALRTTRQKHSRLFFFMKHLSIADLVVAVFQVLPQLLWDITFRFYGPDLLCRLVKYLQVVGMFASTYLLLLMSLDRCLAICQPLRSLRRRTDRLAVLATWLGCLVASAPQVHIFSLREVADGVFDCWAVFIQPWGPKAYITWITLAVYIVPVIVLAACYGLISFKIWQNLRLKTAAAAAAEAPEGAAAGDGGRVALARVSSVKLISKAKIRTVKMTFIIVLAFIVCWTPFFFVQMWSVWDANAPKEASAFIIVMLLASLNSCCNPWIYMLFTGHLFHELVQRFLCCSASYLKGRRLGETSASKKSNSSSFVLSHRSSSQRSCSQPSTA
# CHO-K1 Ca antag = nonselective inhibitor or artifact in parental CHO-K1 cells; 360,000 tested, 0.6% active; inhibition, % at 3 µM; AID 602250; ATP-induced calcium, Fluo-8 fluorescence;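 active = inhibition above a per-plate cutoff, the plate's mean sample inhibition plus 3 SD, cut at about 24% in these data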;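 note: 0% = DMSO plus EC80 ATP and 100% = DMSO alone without ATP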
# M1 PAM parental = counter-screen for M1 PAMs: effect in parental CHO-K1 cells; 360,000 tested, 0.02% active; activation, % at 3 µM; ATP EC20, Fluo-8 calcium fluorescence; 0% at ATP EC20, 100% at ATP max;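 active = activation above the run cutoff, the mean activation of all test compounds plus 3 SD, cut at about 40% in these data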;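 note: peak over basal fluorescence ratio in a 140 s read after ATP addition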
# V1aR counter = counter-screen for oxytocin receptor agonists: human V1a receptor agonists. P37288. CHO-V1R cells, Fluo-8 calcium fluorescence, agonist mode; 0% DMSO, 100% 3 nM vasopressin. activation, % at 3 µM. 320,000 tested, 0.25% active. AID 2797;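 active = activation above the mean activation of all tested compounds plus 3 SD, per screening run, cut at about 20% in these data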;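 note: signal is peak over basal fluorescence ratio across a 100 second FLIPR read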
# CHO-K1 Ca ag = M1 agonist counterscreen hit in parental CHO-K1 cells; Fluo-8 calcium fluorescence; scaled to maximal ATP response, vehicle zero; activation, % at 3 µM; 360,000 tested, 0.48% active; in the data active = activation above about 15%;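 note: untransfected CHO-K1 host cells lacking M1 receptor as counterscreen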
# TAAR1 antag = human TAAR1 antagonism; 360,000 tested, 1.5% active; Q96RJ0; inhibition, % at 3 µM; AID 624466; CHO RD-HGA16 TAAR1, Fluo-8 calcium fluorescence, antagonist;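 active = inhibition above a per-plate cutoff, the mean inhibition of test compounds on that plate plus 3 SD, cut at about 49% in these data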;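 note: 0% = DMSO plus EC80 beta-PEA response and 100% = DMSO alone without agonist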
# Target sequence (Q96RJ0 whole entry, looked up): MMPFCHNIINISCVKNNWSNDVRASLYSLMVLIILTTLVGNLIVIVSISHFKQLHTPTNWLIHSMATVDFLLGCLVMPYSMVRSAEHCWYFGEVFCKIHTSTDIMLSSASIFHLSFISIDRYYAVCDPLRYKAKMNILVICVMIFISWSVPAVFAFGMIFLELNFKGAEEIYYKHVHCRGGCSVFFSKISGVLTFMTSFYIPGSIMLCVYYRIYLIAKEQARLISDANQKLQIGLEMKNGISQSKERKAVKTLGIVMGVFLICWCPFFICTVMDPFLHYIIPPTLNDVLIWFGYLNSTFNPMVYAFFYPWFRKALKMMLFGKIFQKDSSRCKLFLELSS
#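 Test system – hTAAR1-expressing CHO RD-HGA16 cells, Gα16-coupled · Also added – β-PEA at EC80 concentration, post-compound challenge · Compound – 3 µM, single point · Incubation – dye loading 75 min at 37 °C, then 30 min room temperature · Measured by – Fluo-8 intracellular calcium dye fluorescence, real-time kinetic reads · Benchmarks – vehicle and agonist controls · Replicates – singlicate, one well per test compound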
# OXTR potentiate = human OXTR potentiation; P30559; CHO-OTR cells, Fluo-8 calcium fluorescence, potentiator mode; 0% = oxytocin EC15, 100% = EC100; activation, % at 3 µM; 320,000 tested, 0.061% active;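 active = activation above that plate's cutoff, the mean activation of tested compounds plus 3 SD, cut at about 6.6% in these data, passing the limit was not always enough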;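 note: 100% uses oxytocin at 75 nM as the full agonist control; some results filed as inactive read as strong as hits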
#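 Material: CHO-OTR cells, human receptor; compound dosing: single dose, 3.0 µM nominal final compound concentration; schedule: 6 min compound pre-incubation at room temperature, 100 s kinetic read; measured by: kinetic Fluo-8 calcium fluorescence; read-out basis: % activation vs EC15 and EC100 oxytocin; controls: EC15 oxytocin alone as 0%, 75 nM oxytocin as 100%; replicates: singlicate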
# CHO parental Ca = counter-screen: ATP calcium response change in parental CHO cells; parental CHO-K1, ATP-induced calcium, Fluo-8 fluorescence; inhibition, % at 5.6 µM; 330,000 tested, 0.63% active;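 active = inhibition above that plate's mean sample inhibition plus 3 SD, cut at about 26% in these data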;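 note: 0% = ATP-challenged DMSO wells and 100% = DMSO wells without ATP; some compounds past the cut are filed as inactive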
#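 Test system: untransfected parental CHO cell line. Compound: one dose, 5.6 µM nominal. Detection: intracellular calcium via Fluo-8 no-wash fluorescent dye. Measure: % inhibition. Benchmarks: ATP-challenged DMSO wells low, unchallenged DMSO wells high.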
# GPR7 antagonist = human neuropeptides B/W receptor 1 antagonism; inhibition, % at 4.4 µM; P48145; 290,000 tested, 1.1% active; GPR7-expressing cells, fluorescence antagonist assay; AID 1861; in the data active = inhibition above about 16%, passing the limit was not always enough;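 note: cells stimulated with the agonist NPW; 0% = agonist with vehicle and 100% = vehicle without agonist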
# Target sequence (P48145 whole entry, looked up): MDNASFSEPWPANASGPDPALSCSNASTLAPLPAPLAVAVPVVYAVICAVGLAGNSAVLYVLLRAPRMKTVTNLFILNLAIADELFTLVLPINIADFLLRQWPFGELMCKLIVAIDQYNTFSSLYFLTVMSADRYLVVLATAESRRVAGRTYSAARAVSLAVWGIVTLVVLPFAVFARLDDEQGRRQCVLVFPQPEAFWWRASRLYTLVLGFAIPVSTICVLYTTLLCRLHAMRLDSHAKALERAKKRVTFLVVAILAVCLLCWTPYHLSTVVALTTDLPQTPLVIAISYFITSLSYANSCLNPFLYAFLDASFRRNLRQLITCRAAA
# Numbers without * were called inactive; x = no result given.
SMILES	OXTR ag	CHO-K1 Ca antag	M1 PAM parental	V1aR counter	CHO-K1 Ca ag	TAAR1 antag	OXTR potentiate	CHO parental Ca	GPR7 antagonist
CCS(=O)(=O)Nc1cccc(-c2nc3cccnc3s2)c1C	2.7	4	8	2.1	5.2	5	-3	-12	8
COc1ccc2oc(C(=O)OC/C(O)=C(\C#N)c3nc4ccccc4[nH]3)c(C)c2c1	-0.4	-14	19	1.6	0.7	-9	-3	2	2
COc1cccc(Nc2ncccc2C(=O)O)c1	-1.4	-22	17	-0.5	0.3	-4	-2	-7	-18
CSc1nsc(SC)c1NC(=O)OCCc1ccccn1	-1.1	-21	28	1.5	1.0	-7	0	-7	-16
CCOC(=O)c1cc(-c2ccccc2)n(CCC(=O)N2CCN(c3ccc(OC)cc3)CC2)c1C	-1.2	0	22	-0.8	2.5	4	-2	-13	-1
CCOC(=O)N1CCN(C(=O)Cc2ccc(-n3c(=S)[nH]c4ccccc4c3=O)cc2)CC1	-0.2	-20	25	0.1	0.2	x	-2	-6	-8
COc1ccc(/C=N/Nc2nccnc2Cl)cc1	-1.6	-3	-6	-1.7	-0.5	-22	5	-14	0
Cc1cccc(CCNC(=O)CCCOc2cc(=O)n(C)c3ccccc23)c1	-0.8	6	-11	0.0	0.4	7	3	-17	8
CC1CC(C)CN(C(=O)COC(=O)c2ccc(N3CCCC3=O)cc2)C1 (stereo not drawn)	1.2	-7	10	3.5	1.0	6	-4	-4	x
COc1ccccc1NC(=O)c1ccccc1NC(=O)c1ccccc1C(=O)O	-1.7	4	-17	0.9	-0.2	-11	-16	-18	-1
Cc1ccc(S(=O)(=O)/N=C(\N)c2ccc(F)cc2)cc1	0.8	-16	17	1.1	0.9	-15	0	-12	-1
CCc1ccc(S(=O)(=O)Nc2cc3c(cc2N2CCOCC2)n(C)c(=O)c(=O)n3C)cc1	0.1	2	-6	0.7	0.2	-2	-1	-11	-11

# Single values from the list:
# Cc1ccc(S(=O)(=O)/N=C(\N)c2ccc(F)cc2)cc1 in TAAR1 antag: -15
# COc1cccc(Nc2ncccc2C(=O)O)c1 in OXTR potentiate: -2

# Other records follow.
SMILES	OXTR ag	CHO-K1 Ca antag	M1 PAM parental	V1aR counter	CHO-K1 Ca ag	TAAR1 antag	OXTR potentiate	CHO parental Ca	GPR7 antagonist
COc1ccc(C(CNC(=O)c2ccc(S(=O)(=O)Nc3ccccc3C)cc2)N2CCOCC2)cc1 (stereo not drawn)	1.2	1	-3	0.7	0.5	17	0	-18	x
O=C(O/N=C1\CCCc2ccccc21)c1ccc(F)cc1	-1.7	-2	-2	-1.8	-0.2	6	-3	-15	-7
CCCCCCC=C1CCC(CN2CCCC2)C1=O (stereo not drawn)	x	11	0	x	-0.4	-31	x	x	x
COc1ccc2[nH]cc(CCNC(=O)/C=C/[C@H]3O[C@@H](n4cnc5c(NC(=O)c6ccccc6)ncnc54)[C@H](O)[C@@H]3O)c2c1	x	9	-5	x	0.1	0	x	x	x
CCOC(=O)Cc1nnc(NC(=O)C(CC)Sc2nncn2C)s1 (stereo not drawn)	-0.1	5	14	0.3	0.0	-1	-5	-6	-6
O=S(=O)(Nc1ccc(N2CCOCC2)nn1)c1ccccc1	0.0	-13	14	-0.3	0.2	3	-15	-4	-14
O=C(COc1ccc(F)cc1)N(c1ccccn1)C1CCCCC1	-0.9	-2	16	1.5	1.3	-9	-3	-9	3
CCCCSCc1[nH]c(=O)[nH]c1C(=O)CCCCC(=O)OCC	0.3	-10	16	0.3	0.4	-18	2	-7	4
CN(c1ccc(C(=O)O)cc1)S(=O)(=O)c1ccc(Cl)cc1	3.4	0	12	1.0	0.3	-10	4	5	-13
Cc1ccc(C)c(Cn2nnc3c(=O)[nH]c(C4CCCN(C(=O)c5cccs5)C4)nc32)c1 (stereo not drawn)	0.3	-5	5	2.4	-0.1	2	-10	-7	5
CCOC(=O)CSc1nc(-c2ccccc2)nc2ccc(C)cc12	-0.6	14	-3	-0.1	0.2	0	2	-16	-6
O=C(NC(Nc1ccc(F)cc1)(C(F)(F)F)C(F)(F)F)c1cccnc1	0.5	-9	12	0.3	0.1	-7	3	11	-2
CSc1ccccc1NC(=O)Nc1cccc(Cl)c1Cl	-2.6	-8	15	-0.9	1.0	13	-1	-4	6
COc1ccc(CCNc2nc(C)c(C(C)=O)s2)cc1OC	-0.6	-3	6	0.5	0.1	x	-8	-3	6
COc1ccc(C(=O)CCN2CCCC(C)C2)cc1 (stereo not drawn)	2.1	-10	9	1.4	0.5	16	-8	-4	6
CSCC[C@H](NC(=O)[C@@H]1CSC2c3ccccc3C(=O)N21)C(=O)N1CCC[C@H]1CO (stereo partly drawn)	-0.8	2	7	0.1	0.0	-37	-5	-16	-2
CCn1c(COc2cccc(C)c2)nnc1SCC(=O)CC(=O)Nc1ccccc1OC	-0.7	-8	11	-0.1	0.1	10	-10	-27	-11
NC(=O)CSc1nnc2ccc(-c3ccc(Cl)cc3)nn12	-0.7	-4	18	0.8	-0.1	-7	1	-17	-6
CCc1nc2c(OCCOc3ccc(F)cc3)cccn2c1N(C)C(=O)c1cccs1	x	6	-5	x	-0.4	-20	x	x	x
O=C(O)Cn1nc(C(F)(F)F)c2c1CCCC2	0.4	4	7	16	2.0	8	0	-3	-12
CC(C)Cn1c(SC(C)C(=O)Nc2ccc(N3CCOCC3)cc2)nc2ccccc21 (stereo not drawn)	-1.0	2	12	-0.8	1.5	8	-7	-18	-16
O=C(Nc1ccc(Oc2ncnc3cc(Cl)ccc23)nc1)c1ccc(F)cc1	1.3	x	x	0.3	x	x	-10	-4	-21
CCN1CCCC1CNC(=O)Cn1cnc2sc(C)c(S(=O)(=O)N3CCC(C)CC3)c2c1=O (stereo not drawn)	-0.2	x	x	0.9	x	x	-4	-21	-12
COc1cc(Cl)c(CN2CCCC(CO)(Cc3cccc(Cl)c3)C2)cc1OC (stereo not drawn)	-1.2	-3	2	-0.1	0.2	4	0	-18	-19
COc1cc([N+](=O)[O-])ccc1NC(=O)CSc1nc2ccccc2n1-c1ccccc1	-1.0	x	x	-0.4	x	-4	0	-7	-12
CCN1CCCC1CNC(=O)Cn1cc(C)c(=O)[nH]c1=O (stereo not drawn)	x	-4	-2	x	0.1	-18	x	x	x
O=C(COC(=O)C1=Cc2ccccc2OC1)NCc1ccco1	-0.8	-7	-4	-0.1	0.9	10	-7	-1	-4
COC(CNC(=O)C1CC(=O)N(CCc2ccccc2)C1)OC (stereo not drawn)	-0.2	-9	4	0.2	0.1	8	2	-3	1
CC(C)Cc1nc(N2CCOCC2)c(C#N)c2c1COC(C)(C)C2	-2.8	5	-1	-1.6	0.1	18	-4	-27	-21
Cc1c(Cl)cccc1NC(=O)CCC(=O)N/N=C/c1ccc[nH]1	0.2	2	18	-0.8	0.4	2	-2	-10	-4
C=CCN(Cc1nc(-c2ccc(OC)cc2)no1)C(=O)c1ccc2c(c1)OCO2	3.4	2	-6	5.6	2.1	-8	-8	-6	3
COC(=O)c1ccc(NC(=O)CCN2CCOCC2)cc1	0.8	-10	24	0.5	0.3	-6	-7	2	-2
C(=C\c1nnc(-c2cccs2)o1)/c1ccccc1	-1.9	-17	15	-0.9	0.3	1	-6	-10	-8
CCOC(=O)NC(Nc1ccc(C)cn1)(C(F)(F)F)C(F)(F)F	0.1	-15	19	-0.4	1.1	-2	-12	16	-8
CCOc1ccc(NS(=O)(=O)c2ccc3[nH]cc(C(=O)NCCOC)c(=O)c3c2)cc1	0.5	7	-4	0.0	-0.1	4	-13	-25	-12
Cc1cc2c(c(=O)o1)C(c1ccc([N+](=O)[O-])o1)C(C#N)=C(N)O2 (stereo not drawn)	1.0	-7	22	0.3	2.0	-5	-8	4	-4
Cc1ccc(NS(=O)(=O)c2cccc(C(=O)O)c2)c(C)c1	-0.7	-16	7	0.2	-0.1	-12	-2	10	-5
O=C(NCCNC(=O)c1ccc(Cl)cc1Cl)c1ccccn1	0.2	-9	-23	1.4	-0.3	5	-11	0	15
COc1ccc(NC(=O)COCC(=O)Nc2ccc(C)cc2)cc1	0.6	-5	14	0.2	0.4	-13	1	-5	1
CC[C@]1(C(=O)OC)[C@H]2C(=O)N(C)C(=O)[C@H]2[C@H]2CN=C(SC)N21	x	-2	10	x	-0.1	-6	x	x	x
CNC(=O)CC1C(=O)N(c2ccc(OC)cc2)C(=S)N1NC(=O)c1cccc(F)c1 (stereo not drawn)	0.5	4	-3	0.3	0.2	-13	-4	4	0
Cc1ccc(NC(=O)c2sc3nc4c(c(-c5ccco5)c3c2N)CCC4)cc1	-0.7	-14	21	-0.5	5.4	-3	-11	7	0
Cc1noc(/C=C/c2ccco2)c1S(=O)(=O)N1CCC(C(=O)N2CCc3ccccc3C2)CC1	-0.5	-1	10	-0.9	0.4	x	-5	-10	4
Cc1ccc2oc(=O)c3cc(C(=O)NCCCN4CCCC(C)C4)sc3c2c1 (stereo not drawn)	1.5	-19	0	0.7	1.3	-12	-4	-21	3
O=[N+]([O-])c1cc(S(=O)(=O)N2CCOCC2)ccc1N1CCNCC1	x	14	-18	x	-0.3	-10	x	x	x
Cc1ccc(C(O)c2ncc(-c3ccccc3Cl)[nH]2)cc1F (stereo not drawn)	x	8	-1	x	0.6	-19	x	x	x
COc1cccc(NC(=O)CN2C(=O)COc3ccc(S(=O)(=O)N4CCC(C)CC4)cc32)c1	-2.4	-8	17	-0.6	1.3	-12	-12	-4	23*
CCOC(=O)C(=O)Nc1ccccc1C(=O)OCC	-2.6	-12	11	-1.6	-0.6	9	1	-12	-1
Cc1cc(C)c(C#N)c(SCC2COc3ccccc3O2)n1 (stereo not drawn)	0.0	-6	11	5.4	0.0	22	-15	7	-6
O=S(=O)(Nc1ncnc2sc3c(c12)CCC3)c1ccc(Cl)s1	4.1	3	-3	4.7	2.1	10	-7	-22	10
O=C(CCC(=O)Nc1ccccc1Cl)NNC(=O)c1ccco1	-0.2	-10	10	0.0	0.1	-13	-5	3	-4
CC(C)[C@H](NC(=O)c1ccccc1)C(=O)O	0.8	4	-16	0.9	0.9	-4	0	7	2
CC(=O)NC(Cc1c[nH]c2ccccc12)C(=O)NCCc1ccccc1 (stereo not drawn)	-1.3	-11	0	-0.2	0.8	1	-10	-7	-20
COc1ccc(NC(=O)COC(=O)Cn2cnc3ccccc3c2=O)cc1OC	0.3	-14	11	2.2	2.6	-7	-2	-14	-4
